High-throughput results from PubChem BioAssay.
T cell HTS = modulators of CD8 T cell-vesicle binding, primary screen, mouse 2C CD8+ T cells, flow cytometry; 2C CD8+ T cell-vesicle binding; stronger effect = lower value; calls only at 7 µM; 330,000 compounds, 0.068% hits;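 active = response, share of CD8 T cells binding vesicles, and their 90th percentile fluorescence all below set limits, cut at about 80% in these data, passing the limit was not always enough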
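Also added: QL9-peptide-loaded Drosophila micro-vesicles bearing Ld, ICAM-1 and B7-1; Test system: purified 2C TCR transgenic mouse naive CD8+ T cells; Measured by: cytometric PE anti-B7-1 and Alexa647 anti-CD8 signals after 1% paraformaldehyde fixation; Timing: binding step 1.5 h, 37 °C, antibody labelling 20 min, ice.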
P. falciparum M17LAP = P. falciparum M17LAP inhibitors, primary screen, biochemical, fluorogenic H-Leu-NHMec substrate, 1536-well (AID 1619); recombinant M17LAP, H-Leu-NHMec fluorogenic kinetic assay; higher % means a stronger effect; Leucine aminopeptidase (Plasmodium falciparum (isolate 3D7)); one-dose inhibition, % at 30 µM; IC50 in µM for titrated hits; 220,000 compounds, 0.38% hits;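 active = compound inhibiting the enzyme by more than half at any dose during confirmatory dose-response retesting; inconclusive = strong single-dose inhibitors picked by rank but not retested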;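 also: plate controls were full reaction with DMSO carrier for no effect and no enzyme background for full effect; strong numbers were not always called active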
M1AAP inhibition = P. falciparum M1AAP inhibitors, biochemical, fluorogenic H-Leu-NHMec substrate, 1536-well (AID 1445); inhibition, % at 30 µM, or IC50 in µM where a hit was titrated; Aminopeptidase N (Plasmodium falciparum (isolate 3D7)); recombinant M1AAP, H-Leu-NHMec fluorogenic kinetic assay; higher % means a stronger effect; 220,000 compounds, 0.42% hits;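 active = primary inhibition above the hit cutoff, then over 50% inhibition at one or more dose response concentrations, cut at about 23% in these data, passing the limit was not always enough; inconclusive = conflicting primary data, or primary hits not chosen for dose response; inactive = low primary inhibition, or under 50% at every dose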;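 also: plate controls were DMSO full reaction for no effect and no enzyme background for full effect; strong numbers were not always called active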
UTI89 phage lysis = inhibition of K1F phage lysis, E. coli UTI89, bacterial capsule biogenesis inhibitors, alamar blue (AID 488966); inhibition, % at 100 µM; hits with a dose series show IC50 in µM; 340,000 compounds, 0.02% hits; E. coli UTI89 K1F phage lysis, alamar blue, 2 h; higher % means a stronger effect;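 active = phage lysis inhibition, versus mean bacterial control, above a set limit; inconclusive = no clear call, values can overlap the other calls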;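 also: capsule biogenesis inhibitors block K1F phage lysis so surviving cells raise fluorescence; higher fluorescence means more inhibition of phage lysis; actives were called in the ten point dose series up to 300 µM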
TNAP activation fold = human TNAP enzyme activators, primary screen, biochemical, luminescent, no phosphate acceptor, uHTS (AID 1001); Alkaline phosphatase, tissue-nonspecific isozyme (Homo sapiens); purified TNAP, luminescent activation assay, no phosphate acceptor; higher activation fold means a stronger effect; activation fold at 20 µM, or EC50 in µM where a hit was titrated; 200,000 compounds, 0.03% hits; in the data active = activation fold from about 3, or a potency from the dose series; inactive = the rest, 99 in 100 with activation fold below about 1.6; also: many of its hits are not listed in these tables
RSV antiviral HEp-2 = RSV antiviral activity via CPE protection, HEp-2 cells, primary 10 µM value included (AID 2391); HEp-2 cells, RSV-induced CPE inhibition; higher % means a stronger effect; CPE inhibition, % at 10 µM, or IC50 in µM where a hit was titrated; 310,000 compounds, 0.13% hits; in the data active = a potency from the dose series; inconclusive = CPE inhibition mostly from about 23% at the one dose, without a potency; inactive = the rest, 99 in 100 with CPE inhibition below about 21%; also: strong numbers were not always called active
PMI inhibitors = inhibitors of human PMI, primary screen, biochemical, fluorescence intensity, coupled assay (AID 1209). 190,000 compounds, 0.42% hits. inhibition, % at 20 µM; hits with a dose series show IC50 in µM. purified PMI enzyme, coupled fluorescence intensity; higher % means a stronger effect;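 also: plate controls were DMSO vehicle for no effect and wells lacking substrate for full effect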
West Nile antiviral = West Nile virus antiviral activity, cell-based, CPE readout (AID 1621); West Nile virus-infected cells, CPE inhibition; higher % means a stronger effect; CPE inhibition, % at 10 µM; hits with a dose series show IC50 in µM; 290,000 compounds, 0.02% hits; in the data active = a potency from the dose series; inconclusive = CPE inhibition mostly from about 3.7% at the one dose, without a potency; inactive = the rest, 99 in 100 with CPE inhibition below about 2.2%; also: strong numbers were not always called active
human PMI inhibitors = human PMI inhibitors, high substrate, primary screen, biochemical, fluorescence intensity, high mannose 6-phosphate (AID 1220) | recombinant PMI enzyme, coupled fluorescence intensity; higher % means a stronger effect | one-dose inhibition, % at 20 µM; IC50 in µM for titrated hits | 190,000 compounds, 0.66% hits
T cell HTS vesicle-bound % = further read-out of T cell HTS, marked with its call; double positive events, %; measured here: CD8+ vesicle-bound cell fraction;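 binding gate set so that unloaded-vesicle control wells show 10% double positive cells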
Starred values were filed as active, the others as inactive; i = inactive; u = inconclusive; x = no result given; [ ] = dose if it differs, or a comment. Rule as the data show it, unless noted: active = inhibition above about 50%; inactive = the rest.

SMILES	T cell HTS	T cell HTS vesicle-bound %	P. falciparum M17LAP	M1AAP inhibition	UTI89 phage lysis	TNAP activation fold	RSV antiviral HEp-2	PMI inhibitors	West Nile antiviral	human PMI inhibitors
Cc1ccccc1C(=O)NNC(=S)Nc1cccc(C(F)(F)F)c1	i	50	3%	-7%	-0.1%	1.9	1.2%	-18%	-0.3%	-16%
O=C(Nc1ccccc1C(F)(F)F)c1cc2ccccc2o1	i	56	x	x	0.2%	x	2.3%	x	-0.7%	x
O=C(CN1C(=O)c2cccnc2Oc2ccc(Cl)cc21)NC1CCCCC1	i	46	x	x	6.4%	x	0.9%	x	-0.9%	x
O=C(O)C1CC(=O)N(c2ccc(OCc3ccc(Br)cc3)cc2)C1 (stereo not drawn)	i	32	x	x	0.1%	x	2.2%	x	0.3%	x
Nc1ccc(C(=O)Oc2ccc([N+](=O)[O-])cc2)c(O)c1	i	45	2%	-1%	x	x	0.1%	x	0.4%	x
CCn1c(/C=C\c2ccccc2C)nc2ccccc2c1=O	i	51	-14%	3%	0.2%	1	10%	5%	-0.7%	-6%
CCN(CC)CCNC(=O)Cn1cnc2sc(C)c(S(=O)(=O)N3CCOCC3)c2c1=O	i	63	1%	9%	-0.4%	1	0.4%	-15%	0.1%	-27%
O=C(CSc1nnc(CSc2nc3ccccc3s2)o1)NC1CCCCC1	i	35	38%	-7%	0.2%	1.1	0.3%	9%	0.3%	12%
CNNCc1ccc(C(=O)NC(C)C)cc1	i	56	x	x	1.5%	x	0.4%	x	0.2%	x
Cc1cc(=O)n2nc(N3CCC(C(=O)NCc4ccc(Cl)cc4)CC3)sc2n1	i	28	x	x	0.0%	x	2.4%	x	-0.4%	x
O=C(CCC1CCCC1)N1CCC(N2CCCCCC2)CC1	i	44	10%	15%	4.2%	1.1	-0.8%	-4%	-0.6%	15%
COc1ccccc1CNC(=O)c1ccc(CS(=O)(=O)c2ccc(C)cc2)o1	i	31	x	x	0.0%	x	8.1%	x	-0.1%	x
O=C(NCc1ccco1)c1ccc2nc3sc4c(c3c(=O)n2c1)CCCC4	i	49	-114%	23%	x	1	-0.8%	6%	0.1%	-16%
Cc1cccc(NC(=O)NNC(=O)c2c(Cl)c(C)nn2C)c1	i	8	14%	9%	-0.1%[50 µM]	1.1	2.0%	-6%	-0.4%	-12%
COc1ccc(NC(=O)CSc2c3c(nc4cc(Cl)ccc24)CCCC3)cc1OC	i	45	-3%	5%	1.2%[50 µM]	1.1	u	2%	0.8%	7%
O=C(NCCN1CCc2ccccc2C1)Nc1ccc([N+](=O)[O-])cc1	i	22	1%	4%	0.3%	1	u	-21%	-0.4%	-12%
COC(=O)N1C/C=C\C(c2ccc(OC)cc2)N(Cc2ccc(F)cc2)C(=O)C1 (stereo not drawn)	x	x	-1%	6%	-0.2%	x	0.2%	x	-0.1%	x
CCc1ccc(C(=O)NNc2cc(Cl)cc(Cl)c2)cc1	i	5	1%	13%	0.6%	x	1.8%	x	-1.1%	x
COc1ccc(S(=O)(=O)N2CCC(C(N)=O)(N3CCCCC3)CC2)cc1OC	i	19	x	x	-0.1%	x	-0.9%	x	-0.3%	x
Cc1ccc(C(=O)Nc2ccc(N3CCN(S(C)(=O)=O)CC3)cc2)cc1C	i	44	-4%	3%	x	1.1	-1.4%	x	-0.1%	x
COc1ccccc1S(=O)(=O)Nc1cc(S(=O)(=O)N2CCCCC2)ccc1N1CCOCC1	i	16	1%	2%	0.3%	1.1	0.9%	4%	-1.0%	6%
Cc1cc(NC(=O)c2ccco2)ncc1NC(=O)CCc1ccccc1	i	49	8%	30%*	0.6%	1.1	2.4%	14%	x	35%
CCc1cccc(CC)c1NC(=S)NCC(c1cccnc1)N1CCOCC1 (stereo not drawn)	i	41	0%	3%	3.1%	1	0.5%	18%	-0.2%	18%
O=C(N=C1SC2CS(=O)(=O)CC2N1Cc1ccccc1)C1CCCO1 (stereo not drawn)	i	12	x	x	0.2%	x	2.4%	x	0.0%	x
O=C(COC(=O)C1CC(=O)N(c2ccc3c(c2)OCCO3)C1)NC1CCCc2ccccc21 (stereo not drawn)	i	29	-4%	15%	2.1%	1.2	1.0%	0%	0.0%	1%
CC(=O)c1ccc(NC(=O)C(C)OC(=O)COc2ccc(C#N)cc2)cc1 (stereo not drawn)	i	45	-2%	0%	0.9%	1	1.1%	10%	1.2%	1%
CN(C)c1nc(Nc2ccccc2)nc(N(C)C)n1	i	35	10%	10%	0.6%	1.1	1.1%	9%	-0.4%	0%
O=C(O)CN1CCN(Cc2ccc(F)cc2Cl)C1=O	i	31	20%	2%	0.3%	1.1	0.4%	-26%	0.6%	-16%
COc1ccc(OC)c(-c2csc(NC(=O)c3ccccc3F)n2)c1	i	62	x	x	-0.2%	x	1.4%	x	-0.6%	x
CCCCC(=O)NC(=S)Nc1cccc(NC(=O)c2ccco2)c1	i	31	14%	8%	2.5%	1	2.0%	11%	-0.4%	1%
CCOc1ccccc1NC(=O)NC(C)c1ccncc1 (stereo not drawn)	i	50	-1%	8%	0.0%	1.1	0.7%	6%	-0.1%	6%
CN1CCN(c2ccc(Cl)cc2NC(=O)CCN2C(=O)c3ccccc3C2=O)CC1	i	1	4%	-5%	0.2%	1.1	-0.6%	-4%	0.9%	-10%
CCCC(=O)Nc1c(C(=O)OCC)[nH]c2ccccc12	i	48	-4%	-1%	0.6%	1	2.4%	12%	0.0%	14%
O=C1[C@H]2[C@@H](/C=C/c3ccccc3)N3C(=O)CN(Cc4ccccn4)C(=O)[C@@]3(Cc3ccccc3)[C@H]2C(=O)N1c1ccccc1	i	23	x	x	0.9%	x	3.4%	x	-1.1%	x
CCc1ccccc1N(CC(=O)NCc1ccccc1)C(=O)CCC(=O)Nc1ccccn1	i	13	x	x	-0.2%	x	2.6%	x	1.0%	x
CC(=O)N1C(=O)N(C)C2C1N(C)C(=O)N2C(C)=O (stereo not drawn)	i	51	8%	-3%	x	1.1	2.0%	-2%	0.0%	-2%
OC(Cn1cncn1)(c1ccc(F)cc1)c1ccc(Cl)cc1 (stereo not drawn)	i	52	x	x	-0.1%	x	0.2%	x	0.7%	x
Cc1nn(CCC(=O)NNC(=S)Nc2ccc([N+](=O)[O-])cc2)c(C)c1[N+](=O)[O-]	i	21	54%	0%	0.1%	2.1	1.8%	15%	-0.9%	9%
NC(=O)c1cc(S(=O)(=O)Nc2cccc(F)c2)co1	i	68	-4%	0%	-6.7%	1.1	0.7%	1%	0.3%	11%
O=C(Cc1ccc(Cl)cc1)NNC(=O)c1cnccn1	i	41	-1%	18%	2.2%[50 µM]	2.5	0.3%	8%	-0.5%	16%
O=C1OC(c2ccccc2)=NC12CC2c1ccc(Cl)cc1 (stereo not drawn)	i	41	-10%	5%	2.6%	1.1	0.4%	3%	0.1%	2%
CCOC(=O)C1(Cc2ccc(OC)cc2)CCN(C(=O)CCn2cccn2)CC1	i	30	-1%	-1%	0.1%	x	0.6%	x	0.0%	x
O=C(c1ccccc1)c1ccc(NCCCn2ccnc2)c([N+](=O)[O-])c1	i	29	x	x	0.0%	x	8.4%	x	-0.5%	x
CC1CCCC(N2CCN(C(=O)c3ccc([N+](=O)[O-])cc3)CC2)C1 (stereo not drawn)	i	58	x	x	-0.5%	x	-0.6%	x	-0.8%	x
CCOC(=O)/C(C#N)=C1\SS/C(=C(/C#N)C(=O)OCC)S1	i	27	0%	-5%	x	x	1.2%	x	0.1%	x
CCOc1cc(C)c(S(=O)(=O)NCc2ccccn2)cc1C	i	29	x	x	0.1%	x	2.0%	x	-0.7%	x
COCC(=O)N1CCC(Oc2ccc(C(=O)NCCc3ccncc3)cc2)CC1	i	54	19%	0%	-0.2%	1	-0.1%	-4%	0.6%	7%
CCn1c(=O)c2c(nc(SCC(=O)NC3CCCC3)n2C)n(C)c1=O	i	39	x	x	1.0%	x	1.8%	x	0.0%	x
Cc1cccc(C(=O)NC2CCCCCCC2)c1	i	52	x	x	0.3%	x	0.7%	x	-0.7%	x
O=S(=O)(c1ccc(F)cc1)N1CCN(c2ccccn2)CC1	i	44	0%	1%	-1.2%	1.2	-1.7%	-24%	-1.3%	21%
CCCCc1nc(NCCN)c(C#N)c2c1CSC(C)(C)C2	i	3	-1%	3%	1.7%	1.2	1.2%	5%	-0.3%	5%
C/C(=N\NC(=S)Nc1ccccc1)C1Cc2ccccc2C(=O)O1 (stereo not drawn)	i	23	12%	4%	x	x	0.5%	x	0.1%	x
Cn1nc(C(=O)Oc2cc(=O)n(C)c3ccccc23)c2ccccc2c1=O	i	29	0%	6%	-0.2%	1.1	3.0%	-5%	-0.1%	-6%
CCC1CCc2c(sc(N)c2C(N)=O)C1 (stereo not drawn)	i	17	14%	10%	2.3%	x	4.2%	x	-0.4%	x
Cn1ncc2c(N3CCN(c4ccccc4F)CC3)ncnc21	i	54	6%	4%	10%	1.1	3.0%	2%	0.5%	1%
CC(C)c1ccc(NC(=O)c2cccnc2)cc1	i	9	6%	-1%	-2.5%	1	0.6%	-8%	-1.2%	4%
CCOc1ccc(-c2cc(N3C(=O)Nc4ccccc4N3O)n[nH]2)cc1	i	51	2%	-5%	-0.1%	0.5	0.4%	0%	0.0%	2%
S=C(Nc1ccccc1)Nc1nc2ccccc2n1CCOc1ccc(Cl)cc1	i	40	0%	-15%	3.7%	1.4	-1.8%	13%	-1.4%	4%
COC(CNC(=O)c1ccc(Cn2c(=S)[nH]c3cc4c(cc3c2=O)OCO4)cc1)OC	i	36	11%	-1%	0.0%	1.1	1.6%	9%	0.5%	0%
COCCN(Cc1cc2cc(C)ccc2n2nnnc12)C(=S)Nc1cccc(C)c1	i	24	-2%	-3%	0.1%	1	1.2%	16%	-0.6%	31%
